HTR5A inv ctr: counter-screen for OPRM1-OPRD1 inverse agonists: human HTR5A inverse agonism. P47898. HTR5A cell line, luminescence. 340,000 tested, 0.083% active. inhibition, % at 9.3 µM; in the data active = inhibition mostly above about 23%, no sharp cut-off; inactive = mostly below about 18%;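 also: 0% = cells with DMSO and 100% = no-cell wells with DMSO; some compounds called inactive have numbers as strong as hits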
DSG3 Ab inh: inhibitors of pemphigus antibody binding to human desmoglein-3; AID 588358; 310,000 tested, 0.48% active; DSG3-coupled beads, scFv-anti-DSG3-GFP binding, flow cytometry; active compounds read low; binding (percent of control), % at 10 µM;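 active = binding more than 3 SD below its plate's average and above zero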;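 also: hits lower antibody fragment binding to DSG3; some compounds called inactive have numbers as strong as hits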
Arr AP2 block: inhibitors of human beta-arrestin and AP2 interaction. inhibition, % at 10 µM. FITC-arrestin peptide / GST-AP2 beads, flow cytometry; AP2 beta2 appendage carries R879A mutation. AID 504490. 340,000 tested, 0.31% active;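 active = inhibition above a set limit, near 3 SD of compounds lacking own fluorescence, cut at about 54% in these data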;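 also: plate controls were DMSO wells for no effect and 5 µM unlabelled arrestin peptide for full effect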
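System: GST-AP2 R879A glutathione beads; medium: PBS, Tween 20 0.05%, BSA 0.1%; reagent: fluorescein-tagged arrestin peptide at 50 nM final; schedule: pre-incubation 12 min, peptide binding 1 h, room temperature; detection: flow cytometry, FL1 (488/535 nm); read-out: inhibition as reduced fluorescein signal on beads, percent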
PKA-R1A act: activates the PKA-R1A holoenzyme complex | 340,000 tested, 0.083% active | PKA-R1A dissociation, Cy5-IP20 fluorescence polarization; scaled: DMSO 0%, 113 µM cGMP 100% | activation, % at 11.4 µM;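 active = percent activation above the mean of all tested compounds plus 3 SD, cut at about 19% in these data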;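 also: higher means more PKAc released from R1A so a rise in polarization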
OPRM1-OPRD1 ag: agonists of human mu-delta opioid receptor heterodimerization; cells, OPRM1-OPRD1 heterodimerization, luminescence; activation, % at 9.3 µM; AID 504326; 340,000 tested, 0.3% active; P35372+P41143; in the data active = activation above about 18%;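 also: 0% = vehicle-treated cells and 100% = reference agonist; values of inactives mirror those of a sister screen read the other way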
Target sequence (P35372 whole entry, looked up): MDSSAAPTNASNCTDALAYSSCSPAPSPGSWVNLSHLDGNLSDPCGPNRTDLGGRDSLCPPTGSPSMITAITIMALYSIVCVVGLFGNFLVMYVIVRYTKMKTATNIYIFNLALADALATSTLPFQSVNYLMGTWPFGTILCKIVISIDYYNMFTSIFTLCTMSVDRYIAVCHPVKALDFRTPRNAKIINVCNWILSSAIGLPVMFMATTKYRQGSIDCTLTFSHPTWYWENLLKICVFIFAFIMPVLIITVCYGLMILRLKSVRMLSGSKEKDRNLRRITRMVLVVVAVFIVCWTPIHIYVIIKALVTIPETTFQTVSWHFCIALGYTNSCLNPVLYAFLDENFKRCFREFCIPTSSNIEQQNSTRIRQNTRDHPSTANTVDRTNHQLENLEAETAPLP
Target sequence (P41143 whole entry, looked up): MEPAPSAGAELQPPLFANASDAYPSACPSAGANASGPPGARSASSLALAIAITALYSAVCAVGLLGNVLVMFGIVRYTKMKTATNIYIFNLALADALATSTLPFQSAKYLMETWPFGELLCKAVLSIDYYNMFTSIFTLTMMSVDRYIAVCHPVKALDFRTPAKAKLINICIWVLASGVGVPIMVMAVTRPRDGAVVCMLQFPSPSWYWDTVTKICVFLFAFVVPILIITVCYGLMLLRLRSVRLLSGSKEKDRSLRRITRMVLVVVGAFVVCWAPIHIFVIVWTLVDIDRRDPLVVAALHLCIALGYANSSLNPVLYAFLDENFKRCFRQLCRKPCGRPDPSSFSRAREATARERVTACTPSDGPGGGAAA
PKA-R2B activ: PKA-R2B complex activation | activation, % at 11.4 µM | AID 504700 | 340,000 tested, 0.079% active | P22694+P31323 | PKA-R2B holoenzyme dissociation, Cy5-IP20 fluorescence polarization; R2B truncated from residue 108, S112A mutant; 0% DMSO only, 100% 113 µM cGMP;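 active = activation above a cutoff set at the mean over all compounds plus 3 SD, cut at about 18% in these data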;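 also: higher means more holoenzyme dissociation and a rise in polarization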
V-ATPase pHluor: alters yeast V-ATPase proton transport; S. cerevisiae, pHLuorin cytosolic pH fluorescence; 350,000 tested, 0.37% active; response, % at 10 µM; in the data active = response mostly above about 7.3%, no sharp cut-off; inactive = mostly below about 5.4%; also: actives read high; inactives centre near 0; some compounds called inactive have numbers as strong as hits; reference of the scale not given here
MOR-DOR inv ag: inverse agonists of human mu-delta opioid receptor heterodimerization; 340,000 tested, 0.21% active; AID 504357; cell-based MOR-DOR heterodimer luminescence, inverse agonism; inhibition, % at 9.3 µM; in the data active = inhibition above about 22%, passing the limit was not always enough;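 also: 0% = cells with DMSO and 100% = wells without cells with DMSO; values of inactives mirror those of a sister screen read the other way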
HTR5A ag: activates human HTR5A in OPRM1-OPRD1 agonist counter-screen | P47898 | HTR5A agonist assay, luminescence, cell-based | activation, % at 9.3 µM | 340,000 tested, 0.61% active; in the data active = activation mostly above about 9.5%, no sharp cut-off; inactive = mostly below about 7.6%;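 also: 0% = cells with vehicle only and 100% = reference agonist; strong numbers were not always called active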
DAGLB inh: blocks human DAGLB lipase activity; Q8NCG7; HEK293T DAGLB membrane lysate, EnzChek fluorogenic substrate; inhibition, % at 5.17 µM; 340,000 tested, 0.059% active; AID 504411; in the data active = inhibition above about 34%;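 also: 0% = enzyme with vehicle and 100% = wells lacking enzyme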
An asterisk follows results filed as active; . = not tested or not shown.

SMILES	HTR5A inv ctr	DSG3 Ab inh	Arr AP2 block	PKA-R1A act	OPRM1-OPRD1 ag	PKA-R2B activ	V-ATPase pHluor	MOR-DOR inv ag	HTR5A ag	DAGLB inh
COC(=O)c1cc(C(=O)OCC(=O)NC2CCS(=O)(=O)C2)cc([N+](=O)[O-])c1 (stereo unspecified)	4	103	11	6	-0.9	-2	1	5	-2	-1
Cc1cccc(C)c1NC(=O)CN(c1ccccn1)S(=O)(=O)c1ccccc1	-11	87	10	-3	-0.1	-12	1	1	4	-1
CCN(CC(=O)NCc1ccc(F)cc1)Cc1nc2cc(Cl)ccc2c(=O)[nH]1	-14	109	17	4	-1.9	0	2	11	5	0
COc1ccc(CN2C(=O)N(c3ccccc3)C(=O)C2CC(=O)Nc2ccccc2)cc1OC (stereo unspecified)	6	93	-3	1	-1.3	-7	-3	9	-2	2
COc1ccccc1C(=O)Nc1ccc2c3c(cccc13)CC2	-11	106	1	5	0.2	-5	-2	-1	3	-7
CC1=C(C(=O)N2CCCCC2)C(c2cccs2)NC(=O)N1 (stereo unspecified)	21	.	7	-11	-0.7	-5	-5	4	-3	0
CCOP(=O)(OCC)c1nc(-c2ccc(Cl)cc2Cl)oc1N1CCCCC1	8	103	-1	-5	5.8	-14	2	-28	4	-2
S=C(NCCc1ccccc1)NCC(c1ccco1)N1CCCCC1 (stereo unspecified)	8	102	-20	-14	3.7	-3	-3	-20	5	-3
Cc1cc(NC(=O)c2cccs2)n(-c2ccccc2)n1	9	104	10	-1	-2.5	5	6	12	1	-2
Cc1cccc(OCc2nnc(SCC(=O)Nc3cccc(C(=O)N4CCOCC4)c3)o2)c1C	8	97	14	0	-0.4	-10	1	2	3	3
Cc1ccc(-c2[nH]c3cc(C(=O)NCCCn4ccnc4)ccc3c(=O)c2O)cc1	9	.	-10	-1	-0.5	-3	3	3	2	-1
COCCn1nnnc1CN1C2CCCC1CC(NC(C)=O)C2 (stereo unspecified)	-1	97	26	-10	-2.7	8	0	16	-2	-1
COc1cccc(C(=O)NCCS(=O)(=O)N(C)C2CCCCC2)c1	11	119	-2	-8	0.5	6	9	-3	-4	-2
COc1ccc(C2CC(c3ccccc3)=NN2C(=O)COC(=O)c2cccc(N)c2)cc1 (stereo unspecified)	10	102	6	8	5.4	-3	-1	-21	-3	1
CCN(CC)c1ccc2c(c1)C(=O)N(C)C2=O	-2	102	2	-9	-1.7	1	3	10	-9	-4
Cc1ccc(OCC(=O)N(Cc2ccco2)C2CCS(=O)(=O)C2)cc1C (stereo unspecified)	-7	97	12	-3	0.3	5	-2	-2	2	0
O=C(NN=Cc1cc(Cl)ccc1[N+](=O)[O-])c1cccc2ccccc12	-17	91	1	0	18	-13	-2	-78	4	-7
Cc1cc(NNC(=O)c2cccc(C(F)(F)F)c2)nc2c1c(C)nn2C	22	.	-6	-1	0.5	-6	-3	-3	-3	-1
CC(C)(C)C(=O)Nc1cccc(-c2cc(-c3c(Cl)cccc3Cl)no2)c1	28	102	-10	-14	-0.3	1	3	2	6	-8
CCc1ccc(C(=O)NC2CCCCC2)s1	-6	98	-10	8	-0.7	-10	1	4	-1	-1

Entries of single compounds as entered above:
`Cc1ccc(OCC(=O)N(Cc2ccco2)C2CCS(=O)(=O)C2)cc1C` (stereo unspecified) as listed: HTR5A inv ctr: -7; DSG3 Ab inh: 97; Arr AP2 block: 12; PKA-R1A act: -3; OPRM1-OPRD1 ag: 0.3; PKA-R2B activ: 5; V-ATPase pHluor: -2; MOR-DOR inv ag: -2; HTR5A ag: 2; DAGLB inh: 0
`O=C(NN=Cc1cc(Cl)ccc1[N+](=O)[O-])c1cccc2ccccc12` as listed: HTR5A inv ctr: -17; DSG3 Ab inh: 91; Arr AP2 block: 1; PKA-R1A act: 0; OPRM1-OPRD1 ag: 18; PKA-R2B activ: -13; V-ATPase pHluor: -2; MOR-DOR inv ag: -78; HTR5A ag: 4; DAGLB inh: -7

The listing continues.
SMILES	HTR5A inv ctr	DSG3 Ab inh	Arr AP2 block	PKA-R1A act	OPRM1-OPRD1 ag	PKA-R2B activ	V-ATPase pHluor	MOR-DOR inv ag	HTR5A ag	DAGLB inh
Cc1ccc2c(c1)N(CC(=O)NC1CCCc3ccccc31)C(=O)CO2 (stereo unspecified)	6	92	-5	-8	-1.9	1	0	10	-2	1
CC(OC(=O)c1cc[n+]([O-])cc1)C(=O)Nc1ccc(Cl)cn1 (stereo unspecified)	-2	107	4	1	0.3	12	3	-2	1	-2
Cc1ccc(NC(=O)CCNC(=O)c2ccc([N+](=O)[O-])cc2)cc1S(=O)(=O)N1CCOCC1	8	94	7	-8	-0.5	-1	0	2	-3	2
Cc1ccccc1NC(=O)CSc1nnc2ccc(-c3ccccn3)nn12	-6	102	-3	-8	-1.7	-9	0	11	-4	0
Cc1ccc2c(CC(=O)Nc3ccc(N4CCN(C)CC4)cc3C)coc2c1	-26	.	1	1	0.2	-6	-4	-1	9	2
CCN1CCN(C(=O)Cn2nc(-c3ccc(Cl)cc3)ccc2=O)CC1	-10	78	7	-13	-1.0	3	0	5	4	0
O=c1cc(N2CCN(c3ccccc3)CC2)[nH]c(=O)n1Cc1ccc(F)cc1	-5	96	0	4	-1.8	-2	3	11	2	2
CC(C)(C)c1ccc(C(=O)O)c(C(=O)c2ccc(C(=O)O)cc2)c1	-7	92	3	3	-1.7	-1	0	9	3	1
COCCNC(=S)N1CCN(Cc2ccc3c(c2)OCO3)CC1	-20	102	34	-2	-3.2	1	0	17	7	-3
Nc1nc(N)nc(-c2cc(C(F)(F)F)ccc2Cl)n1	-10	96	1	-9	-0.4	5	-1	2	-5	-2
COc1ccc(CN(C)Cc2c(O)ccc3ccccc23)cc1	-11	100	9	-3	5.6	0	1	-30	4	-3
CN(C)c1ccc(C(=O)c2ccccc2C(=O)O)cc1[N+](=O)[O-]	33	94	24	1	0.2	16	-2	-1	-3	0
COc1ccc(NC(=O)c2oc3ccccc3c2C)c(OC)c1	-22	159	-2	-1	5.6	-1	0	-28	9	-10
CCOc1ccc(CCN2C(=O)CCC2(C)C(=O)NC(C)CC)cc1OCC (stereo unspecified)	-5	124	-8	8	1.5	2	3	-9	2	0
CCc1ccc(-c2nc(CN3CCC(C(=O)N4CCN(c5ccccn5)CC4)CC3)c(C)o2)cc1	-15	.	-7	-3	-0.6	10	1	3	5	0
O=C1CN(C(=O)COc2ccccc2)c2ccccc2N1	-2	.	-5	3	-1.1	-15	1	6	0	1
CCC12CN3CCN(CC(C3)/C1=N\NC(=O)c1ccc(F)cc1)C2	5	104	-3	2	-3.9	-8	-1	20	-2	0
Cc1ccc(-c2c[nH]c(=S)n2-c2ccccc2F)cc1	11	96	-8	5	-1.4	1	-1	8	9	-1
O=C(c1ccccc1CCc1ccccc1)N1CCCC1	8	99	-5	6	-0.9	-1	40*	4	-2	-2
Cc1ccc(NC(=O)CN(C)C(=O)c2ccc(Cl)nc2)cc1	-4	.	-12	-8	0.3	0	2	-2	1	0
CC(C)c1ccc(CNc2nnnn2C)cc1	0	105	-4	-7	-0.5	3	1	2	0	-3
CC1Cc2cc(S(=O)(=O)N3CCN(c4ccccc4F)CC3)ccc2N1C(=O)C1CC1 (stereo unspecified)	-31	97	-4	-2	-0.4	0	3	2	5	-3
COc1ccccc1-c1sc2ccccc2c1-c1ccccc1OC	20	104	5	4	0.6	9	3	-3	-8	-11
COc1ccc(NC(=O)C2CCN(S(=O)(=O)c3ccc(N4CCCC4=O)cc3)CC2)cc1OC	13	98	13	10	-1.4	-8	1	7	-1	1
CC1Cc2ccccc2N1C(=O)CSc1nnc(CSc2ncccn2)n1C (stereo unspecified)	-30	101	-8	-7	-3.1	-7	0	17	4	0
O=C(CN1C(=O)C2C3CCC(C3)C2C1=O)N1CCN(Cc2ccccc2)CC1 (stereo unspecified)	-12	94	9	-2	-1.6	-5	0	9	4	-3
CCC(Cc1ccccc1)NC(=O)C1=C(C)C(=O)OC12CCC(C)CC2 (stereo unspecified)	-8	92	17	-2	-0.2	14	0	2	3	-2
COc1cccc(CC(=O)Nc2ncc(C)s2)c1	-6	112	-2	7	0.6	0	-2	-5	2	-1
CCn1c(C)nnc1SCC(=O)Nc1ccc(C(C)=O)cc1	-15	96	22	-1	-1.2	6	0	6	4	1
O=C(CSc1nnc(-c2ccccc2)n1-c1ccccc1)NCc1ccco1	3	98	14	5	1.8	3	-2	-10	-1	3
Cc1cc(C)c2c(n1)SCC(=O)N2CC(=O)Nc1ccc(Br)c(C)c1	-6	111	-1	-3	-0.7	-8	-1	3	2	1
Cn1cc(S(=O)(=O)NCc2ccc3c(c2)OCO3)c(C(F)(F)F)n1	12	107	-7	2	-1.8	-1	6	12	-3	-5

Results in DAGLB inh, for 4 of the compounds above:
| Structure | DAGLB inh |
| --- | --- |
| CC(C)c1ccc(CNc2nnnn2C)cc1 | -3 |
| CC1Cc2cc(S(=O)(=O)N3CCN(c4ccccc4F)CC3)ccc2N1C(=O)C1CC1 (stereo unspecified) | -3 |
| COc1ccccc1-c1sc2ccccc2c1-c1ccccc1OC | -11 |
| COc1ccc(NC(=O)C2CCN(S(=O)(=O)c3ccc(N4CCCC4=O)cc3)CC2)cc1OC | 1 |
